MCF10A rerep = A quantitative high throughput screen for small molecules that induce DNA re-replication in MCF 10a normal breast cells. MCF 10A DNA re-replication, Hoechst nuclear intensity, 48 h. Potency, µM (series often up to 46.1 µM), for the others: top-dose activity, positive = re-replication, most hits filed as activators. 2.9% of 350,000 active; also: potency is read from the fitted curve at half-maximal effect; % of control where 0% means no effect; nearly all actives have a fitted effect of over 50% in size
S2 tox = Viability Counterscreen for Primary qHTS for Inhibitors of ATXN expression; 0.49% of 400,000 active; S2 cells (HEK-293 line with an ATXN2-luciferase reporter) viability, CellTiter-Fluor protease fluorescence, 24 h; AID 651635, 2014; Potency, µM (series often up to 56.7 µM), usual class: cytotoxic; also: potency is read from the fitted curve at half-maximal effect; nearly all actives have a fitted effect of over 40% in size
KB-V1 MDR tox = qHTS assay for MDR1-selective chemotherapeutics: Primary screen using the drug-selected MDR subline cells KB-V1. KB-V1 MDR cells viability, CellTiter-Glo, 72 h. Potency, µM (top dose mostly 46.1 µM), inactives show at the highest dose activity change, negative = cytotoxicity, hits mostly cytotoxic. 3.4% of 400,000 active. AID 1347076, 2019; also: potency is read from the fitted curve at half-maximal effect; % is scaled to controls: 0 for no effect and ±100 for the full control effect; nearly all actives have a fitted effect of over 60% in size
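Compound-treated KB-V1 multidrug-resistant cells, 72 h, 37 degrees C; viability by CellTiter-Glo. Fitted qHTS curves give the values.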
KB-3-1 cytotox = qHTS assay for MDR1-selective chemotherapeutics: Primary screen using the parental adenocarcinoma cell KB-3-1. KB-3-1 viability, CellTiter-Glo ATP luminescence, 72 h. Potency, µM (titrated, usually from 46.1 µM), for inactives: top-dose activity change, negative = cytotoxic, actives largely listed as cytotoxic. 1.4% of 400,000 active. AID 1347075, 2019; also: potency is read from the fitted curve at half-maximal effect; % is scaled to controls: 0 for no effect and ±100 for the full control effect; nearly all actives have a fitted effect of over 60% in size
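Parental KB-3-1 viability, qHTS format: 72 h compound exposure, 37 °C; CellTiter-Glo; media-only wells and DMSO plates as controls; concentration-effect fits on corrected data.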
HT1080 IDH1KD tx = qHTS for induction of synthetic lethality in tumor cells producing 2HG: qHTS for the HT-1080-IDH1KD cell line; HT-1080 IDH1 knockdown viability, ATP luminescence, 48 h; AID 686971, 2013; 2% of 360,000 active; Potency, µM (top dose mostly 46.1 µM), for inactives: top-dose activity, negative = toxicity, usual class: cytotoxic;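 also: potency is read from the fitted curve at half-maximal effect; 0% = DMSO wells and -100% = cell-free medium wells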
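CellTiter-Glo luminescence after 48 h compound exposure at 37 degrees C of IDH1-knockdown HT-1080 cells in 5% FBS RPMI. %Activity scaled between DMSO wells and cell-free media wells, with curves fitted and assigned curve classes.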
HT1080NT lethal = qHTS for induction of synthetic lethality in tumor cells producing 2HG: qHTS for the HT-1080-NT fibrosarcoma cell line; HT-1080-NT fibrosarcoma viability, CellTiter-Glo ATP luminescence, 48 h; Potency, µM (series often up to 46.1 µM), for inactives: at the highest dose activity, negative = less viability, most hits filed as cytotoxic; 1.6% of 360,000 active;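 also: NT is the 2HG producing partner of a matched IDH1 knockdown line; potency is read from the fitted curve at half-maximal effect; 0% = DMSO-treated cells and -100% = media-only wells without cells; nearly all actives have a fitted effect of over 55% in size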
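Viability by CellTiter-Glo luminescence after 48 h compound exposure at 37C of HT-1080-NT cells (750/well, RPMI, 5% FBS). % activity scaled between DMSO wells and medium-only wells, then curve-fitted and categorized by curve class.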
SW480 rerep = A quantitative high throughput screen for small molecules that induce DNA re-replication in SW480 colon adenocarcinoma cells; SW480 DNA re-replication, Hoechst DNA content imaging, 48 h; Potency, µM (series often up to 46.1 µM), for inactives: at the highest dose re-replication activation, hits mostly activators; 1.8% of 340,000 active; AID 624297, 2012; also: potency is read from the fitted curve at half-maximal effect; % of control where 0% means no effect; nearly all actives have a fitted effect of over 55% in size
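Treated cells incubate 48 hr (37 C, 5% CO2), are stained 40 min with Hoechst, and nuclear fluorescence is enumerated; a rise in nuclei with high DNA signal marks re-replication.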
IL1B secr inh = qHTS for Inhibitors of Inflammasome Signaling: IL-1-beta AlphaLISA Primary Screen; THP-1 LPS/ATP IL-1B secretion, AlphaLISA, 16 h; hits give low values; activity change, % at 57.5 µM; 4.7% of 360,000 active; AID 743279, 2014; in the data active = activity change below about -50%; inconclusive = mostly about -30% to -49%; also: % is scaled to controls: 0 for no effect and ±100 for the full control effect
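Secreted IL-1B measured by AlphaLISA bead assay after 16 h compound exposure of THP-1 cells; compounds (final up to 57.5 uM) added 1 h before LPS (250 ng/mL) and ATP (1.25 mM) stimulation; lower signal means less secretion.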
ATXN2 expr inh = Primary qHTS for Inhibitors of ATXN expression; HEK-293 ATXN2-luciferase reporter, luminescence, 24 h; Potency, µM (titrated, usually from 57 µM), for inactives: top-dose activity change, negative = inhibition, actives largely listed as inhibitors; 0.72% of 360,000 active; AID 1745845, 2022; also: potency is read from the fitted curve at half-maximal effect; % is scaled to controls: 0 for no effect and ±100 for the full control effect; nearly all actives have a fitted effect of over 55% in size
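ATXN2-luciferase reporter cells (luciferase flanked by upstream and downstream ATXN2 gene portions) were treated 24 h at 37 °C with compounds at up to 57 uM. SteadyGlo luminescence gave expression; GF-AFC fluorescence gave viability.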
Active calls of the source: *; i = inactive; ? = inconclusive; / = not tested or not shown; [ ] = remark or other dose. Unless noted, calls follow the shape of the dose curve; as a rule, active = well fitted curve in the direction sought with a large enough effect; inconclusive = small, poorly fitted or top-dose-only effect, or another doubt; inactive = no such curve, though single readings can be large; an effect the other way counts as inactive or inconclusive.

SMILES	MCF10A rerep	S2 tox	KB-V1 MDR tox	KB-3-1 cytotox	HT1080 IDH1KD tx	HT1080NT lethal	SW480 rerep	IL1B secr inh	ATXN2 expr inh
COc1ccc(C(=O)C2CCN(S(=O)(=O)c3ccc4c(c3)OCCO4)CC2)cc1	11%	i	23µM*	?	?	-28%	-2%	13	-24%
NC(N)=NC(=O)c1nc(Cl)c(N2CCCCCC2)nc1N	2%	i	-6%	?	?	?	-17%	?	1%
COC(=O)[C@@]12C[C@@H](CC(=O)N3CCCC3)C(=O)N(CCc3ccc(OC)c(OC)c3)C1=CCC(C)(C)C2	/	/	-27%	5%	-1%	1%	/	-5	/
O=C(NC(CC1CCCCC1)C(=O)O)c1ccccc1 (configuration not stated)	-10%	i	15%	-8%	2%	3%	4%	31	6%
CCNC(=S)N/N=C/c1sc(N2CCCCC2)nc1-c1cccs1	?	/	-23%	-21%	-7%	-23%	?	0	15%
O=C(O)c1cc(O)ccc1-c1ccc(O)cc1	-5%	i	19%	-2%	15%	12%	-5%	31	6%
CC(CNC(=O)C1CCCN(S(=O)(=O)N2CCOCC2)C1)c1ccccc1 (configuration not stated)	-17%	i	-5%	-1%	16%	19%	-10%	11	2%
Cc1ccc([N+](=O)[O-])cc1Nc1nc(N2CCCC2)nc(N2CCCC2)n1	?	?	-9%	5%	-1%	4%	0%	14	-37%
Cc1ccc(C2Nc3ccccc3-n3c(-c4ccccc4)c4c(=O)n(C)c(=O)n(C)c4c32)cc1 (configuration not stated)	/	i	1%	-1%	/	/	/	/	4%
CC(NS(=O)(=O)c1ccc2c(c1)CCN2C(=O)CCCC(=O)O)c1ccccc1 (configuration not stated)	/	i	-6%	-4%	/	/	/	/	2%
COc1ccc(CCN2CC(C(=O)OCC(=O)c3c(N)n(CC(C)C)c(=O)n(C)c3=O)CC2=O)cc1OC (configuration not stated)	/	?	1%	-8%	-7%	3%	/	21	/
CCCCn1nc2cc(C(=O)NCc3ccc(OC)cc3)ccc2c1OCC	-1%	i	0%	?	20%	7%	-14%	?	-12%
CCCCCCC1CCC(C(=O)NC(CCSC)C(=O)NC(C(=O)OC)C(C)C)CC1 (configuration not stated)	7.3µM*	i	-7%	6%	-22%	?	17%	3	-8%
COc1cc2c(cc1OC)-c1cc(N3CCc4ccccc43)nc(=O)n1CC2	?	i	-10%	?	-10%	19%	-1%	-66*	-23%
Cc1sc2ncn(CC(=O)Nc3cccc(S(N)(=O)=O)c3)c(=O)c2c1-c1ccccc1	?	i	22%	-10%	?	?	0%	27	12%
Cc1ccccc1-n1nc2c(c1NC(=O)CC(C)C)CS(=O)C2 (configuration not stated)	-3%	i	17%	9%	8%	8%	21%	2	0%
COc1cccc(NC(=S)N(Cc2ccc(C(=O)O)cc2)Cc2ccc(OC)c(OC)c2)c1	8%	i	-22%	?	-6%	0%	17%	2	-10%
COc1ccc(NC(=O)CN(C)C(=O)CN2C(=O)NC3(CCCC3)C2=O)cc1	5%	i	-4%	-1%	0%	-7%	0%	0	-6%
Cc1n[nH]c(=O)c2c(NC(=O)CSc3c(Cl)cccc3Cl)oc(C)c12	-2%	?	1%	8%	0%	8%	-73%[inhibitor]	46	-17%
O=C(CC1SC(=NCCc2ccccc2)N(/N=C/c2cccs2)C1=O)Nc1ccc(Cl)cc1 (configuration not stated)	?	i	-14%	-1%	-27%	?	5%	-18	-17%

One compound at a time (already shown).
O=C(O)c1cc(O)ccc1-c1ccc(O)cc1 is entered as MCF10A rerep: -5%; S2 tox: i; KB-V1 MDR tox: 19%; KB-3-1 cytotox: -2%; HT1080 IDH1KD tx: 15%; HT1080NT lethal: 12%; SW480 rerep: -5%; IL1B secr inh: 31; ATXN2 expr inh: 6%
COc1ccc(CCN2CC(C(=O)OCC(=O)c3c(N)n(CC(C)C)c(=O)n(C)c3=O)CC2=O)cc1OC (configuration not stated) is entered as MCF10A rerep: /; S2 tox: ?; KB-V1 MDR tox: 1%; KB-3-1 cytotox: -8%; HT1080 IDH1KD tx: -7%; HT1080NT lethal: 3%; SW480 rerep: /; IL1B secr inh: 21; ATXN2 expr inh: /

New compounds follow:
SMILES	MCF10A rerep	S2 tox	KB-V1 MDR tox	KB-3-1 cytotox	HT1080 IDH1KD tx	HT1080NT lethal	SW480 rerep	IL1B secr inh	ATXN2 expr inh
COc1ccc(C(=O)c2ccccc2)cc1	0%	i	-6%	?	11%	1%	1%	16	-7%
C=C(C)C1CC=C(C)/C(=N/NC(=O)CCC(=O)Nc2ccccc2Cl)C1 (configuration not stated)	23%	i	4%	7%	-6%	-6%	6%	0	?
Cc1cccc(NC(=O)c2sc3nc(N)c(C#N)cc3c2N)c1	?	i	32%	8%	-4%	0%	?	?	25%
CN(CCNC(=O)C1CC(=O)N(C2CCCC2)C1)Cc1ccccc1 (configuration not stated)	8%	i	?	12%	0%	-1%	3%	-11	0%
O=C(CSc1c(F)c(F)cc(F)c1F)Nc1ccc(C2SCCS2)cc1	?	?	-10%	3%	-10%	1%	21%	-15	/
C=CCNC(=O)/C(C#N)=C/c1c(N2CC(C)OC(C)C2)nc2ccccn2c1=O (configuration not stated)	?	/	-8%	7%	4%	11%	16µM*	0	-14%
CCN(CC)c1ccc(NC(=S)NC(=O)c2cccs2)cc1	?	?	-8%	-18%	-11%	-1%	-1%	0	/
COc1ccccc1NCc1nnc(SCC(=O)N/N=C/c2ccco2)n1-c1ccc(Cl)cc1Cl	-4%	i	20%	14%	1%	-1%	-5%	4	-1%
COc1ccc(C(=O)NCCCN(C)CCCNC(=O)c2ccc(OC)cc2)cc1	4%	i	17%	25%	1%	-1%	?	-9	-31%
O=C1NCCC/C1=N/Nc1ccc(F)cc1	-6%	i	8%	1%	-24%	-13%	-2%	0	-22%
O=[N+]([O-])c1ccc(C2=Nn3cnnc3SC2)cc1	-5%	i	16%	5%	9%	8%	-8%	30	-19%
COc1cccc(C(=O)O/N=C(\N)c2ccncc2)c1	-5%	i	-12%	5%	6%	6%	-6%	0	21%
COC(=O)c1cc(NC(=O)CC2C(=O)NCCN2C(=O)c2ccccc2)cc(C(=O)OC)c1 (configuration not stated)	-3%	i	-15%	3%	-1%[9.24 µM]	-2%	-5%	-14	1%
N#Cc1ccccc1NC(=O)CNc1ccc(Cl)c(C(F)(F)F)c1	-1%	i	?	0%	-3%	-8%	/	0	1%
CN(C)C(=O)COC(=O)c1ccc(S(=O)(=O)NCc2ccco2)cc1	9%	i	10%	-10%	?	-5%	3%	4	2%
COc1ccc(NC(=O)c2cc(Cl)ccc2Cl)c([N+](=O)[O-])c1	?	i	0%	16%	11%	9%	-2%	-5	2%
COc1ccc(C2CC(=O)Oc3c(C(CCN4CCCCC4)c4ccc(N(C)C)cc4)c(OC)cc(OC)c32)cc1 (configuration not stated)	?	8.9µM*	8%	11%	8%	4%	-10%	-16	-22%
COc1cccc(C(=O)c2cn(CC(=O)NCc3ccccc3Cl)c3nc(C)ccc3c2=O)c1	/	i	3%	1%	/	/	/	/	9%
CC(=O)c1ccc(N2CCN(CN3C(=O)CC4(CCCC4)C3=O)CC2)c(F)c1	?	i	30%	8%	8%	1%	-1%	-18	4%
COc1cccc(NC(=O)c2ccccc2-c2nc(-c3ccc(F)cc3)no2)c1	7%	?	18µM*	5%	-3%	-9%	3%	-9	?
CCc1cnc2c(c1SCC(=O)Nc1cc(Cl)ccc1OC)c(=O)n(C)c(=O)n2C	/	i	24%	0%	/	/	/	/	-3%
CC1(C)C2CCC(C2)C1(C)NC(=O)CNCc1cccs1 (configuration not stated)	-9%	i	-4%	0%	7%	4%	-52%[inhibitor]	6	/

As entered above.
KB-V1 MDR tox, NC(N)=NC(=O)c1nc(Cl)c(N2CCCCCC2)nc1N = -6%
MCF10A rerep, CC(CNC(=O)C1CCCN(S(=O)(=O)N2CCOCC2)C1)c1ccccc1 (configuration not stated) = -17%
SW480 rerep, O=C(CSc1c(F)c(F)cc(F)c1F)Nc1ccc(C2SCCS2)cc1 = 21%
HT1080 IDH1KD tx, COc1ccccc1NCc1nnc(SCC(=O)N/N=C/c2ccco2)n1-c1ccc(Cl)cc1Cl = 1%
MCF10A rerep, O=[N+]([O-])c1ccc(C2=Nn3cnnc3SC2)cc1 = -5%
KB-V1 MDR tox, CC(=O)c1ccc(N2CCN(CN3C(=O)CC4(CCCC4)C3=O)CC2)c(F)c1 = 30%

Source: PubChem
